POLI inh: qHTS for Inhibitors of Polymerase Iota; DNA polymerase iota (Homo sapiens), Q9UNA4; Pol iota fluorescent replication assay, 10 min; Potency, µM (highest dose often 115 µM), for the others: at the highest dose activity, negative = inhibition, usual class: inhibitors; 390,000 tested, 1% active; AID 588590, 2011; note: potency is the fitted concentration of half-maximal effect
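Pol iota at 10 nM preincubated 15 min with compounds at room temperature; reaction started with fluorescent substrate, 50 nM final. Fluorescence read kinetically at 0 and 10 min; buffer-only wells as negative control.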
Pol eta inh: qHTS for Inhibitors of Polymerase Eta; Potency, µM (series often up to 114 µM), for inactives: at the highest dose activity change, negative = inhibition, usual class: inhibitors; recombinant Pol eta, fluorescent DNA replication assay; 390,000 tested, 1.2% active; DNA polymerase eta (Homo sapiens), Q9Y253; note: potency is the fitted concentration of half-maximal effect; % is set by controls: 0 for no effect and ±100 for the full control effect
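Pol eta at 10 nM preincubated with compounds 15 min at room temperature; reaction started with fluorescent substrate (50 nM final) and read kinetically at 0 and 10 min.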
Pol kappa inh: qHTS for Inhibitors of Polymerase Kappa | AID 588579, 2011 | purified Pol kappa, fluorescent DNA synthesis assay, 10 min | 400,000 tested, 0.53% active | DNA polymerase kappa (Homo sapiens), Q9UBT6 | Potency, µM (series often up to 107 µM), inactives show at the highest dose activity, negative = inhibition, most hits filed as inhibitors; note: potency is the fitted concentration of half-maximal effect; % is set by controls: 0 for no effect and ±100 for the full control effect
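Here, compound and 10 nM enzyme are combined for 15 min at room temperature; adding 50 nM substrate (final) starts DNA synthesis, tracked by fluorescence at 0 and 10 min against buffer-only wells.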
APE1 inh: qHTS Assay for Inhibitors of the Human Apurinic/apyrimidinic Endonuclease 1 (APE1) | AID 2517, 2012 | DNA repair nuclease/redox regulator APEX1 (Homo sapiens), P27695 | Potency, µM (doses to about 65.8 µM), inactives show at the highest dose activity change, negative = inhibition, usual class: inhibitors | 350,000 tested, 0.35% active | recombinant APE1, TAMRA/BHQ-2 abasic DNA cleavage fluorescence;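 note: potency is the fitted concentration of half-maximal effect; plate controls were vehicle for no effect and reference inhibitor for full effect; nearly all actives have a fitted effect of over 55% in size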
Target sequence (P27695 whole entry, looked up): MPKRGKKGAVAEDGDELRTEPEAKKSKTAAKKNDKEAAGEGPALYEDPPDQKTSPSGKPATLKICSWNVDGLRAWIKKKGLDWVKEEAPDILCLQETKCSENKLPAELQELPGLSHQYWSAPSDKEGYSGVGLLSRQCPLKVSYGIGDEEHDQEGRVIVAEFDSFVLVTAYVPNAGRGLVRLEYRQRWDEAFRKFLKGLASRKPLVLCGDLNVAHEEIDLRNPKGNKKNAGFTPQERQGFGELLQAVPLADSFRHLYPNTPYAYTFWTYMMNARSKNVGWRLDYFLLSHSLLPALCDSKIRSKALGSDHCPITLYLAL
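Step 1: APE1 (0.75 nM) with compound, 15 min RT. Step 2: add 50 nM fluorophore/quencher THF duplex. Step 3: three fluorescence reads 60 s apart (525/598 nm); read 3 minus read 1 = reaction progress.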
Tb PGK inh: qHTS Assay to Find Inhibitors of Phosphoglycerate Kinase; Phosphoglycerate kinase, glycosomal (Trypanosoma brucei brucei), P07378; PGK/GAPDH coupled, Kinase-Glo luminescence, 60 min; Potency, µM (top dose mostly 57.5 µM), for the others: top-dose activity change, negative = inhibition, actives largely listed as inhibitors; 380,000 tested, 0.043% active; AID 602233, 2012; note: potency is the fitted concentration of half-maximal effect; % is set by controls: 0 for no effect and ±100 for the full control effect; nearly all actives have a fitted effect of over 60% in size
Target sequence (P07378 whole entry, looked up): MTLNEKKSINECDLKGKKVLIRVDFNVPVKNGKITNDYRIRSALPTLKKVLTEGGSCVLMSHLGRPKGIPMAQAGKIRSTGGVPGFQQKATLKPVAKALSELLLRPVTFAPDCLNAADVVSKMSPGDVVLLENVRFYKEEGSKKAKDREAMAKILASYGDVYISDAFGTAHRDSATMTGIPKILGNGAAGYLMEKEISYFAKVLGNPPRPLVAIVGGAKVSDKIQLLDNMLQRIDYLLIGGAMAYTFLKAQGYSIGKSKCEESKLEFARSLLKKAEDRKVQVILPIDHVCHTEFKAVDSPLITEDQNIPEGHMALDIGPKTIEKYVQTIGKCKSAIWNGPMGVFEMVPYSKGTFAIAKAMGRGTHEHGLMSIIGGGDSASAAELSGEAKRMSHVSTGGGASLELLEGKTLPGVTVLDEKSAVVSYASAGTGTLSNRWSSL
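Luminescent ATP detection (Kinase-Glo Plus) follows a 60-minute room-temperature incubation, with wells lacking PGK as controls. Buffer: 100 mM TEA (pH 7.6), 5 mM MgCl2, 0.01% Tween-20. Coupling enzyme GAPDH (100 nM final) supplies unstable 1,3-BPG in-well.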
Apoferritin bind: qHTS Assay for Identification of Novel General Anesthetics; 350,000 tested, 0.074% active; Ferritin light chain (Equus caballus), P02791; apoferritin/1-aminoanthracene competitive binding, fluorescence; Potency, µM (highest dose often 77.5 µM), for inactives: top-dose activity change, negative = displacement, actives largely listed as inhibitors; note: potency is the fitted concentration of half-maximal effect; % is set by controls: 0 for no effect and ±100 for the full control effect; nearly all actives have a fitted effect of over 20% in size
Target sequence (P02791 2-175 limits assumed): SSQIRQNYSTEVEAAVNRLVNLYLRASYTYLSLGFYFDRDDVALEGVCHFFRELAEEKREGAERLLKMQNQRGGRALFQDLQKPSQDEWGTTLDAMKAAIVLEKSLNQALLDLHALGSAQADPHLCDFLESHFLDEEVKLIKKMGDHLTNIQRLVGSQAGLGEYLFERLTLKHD
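Probe: 1-aminoanthracene (50% saturated, PBS). Protein: horse-spleen apoferritin, 10 uM. Incubation: 10 min, room temperature. Detection: 380 nm excitation, 535 nm emission. Analysis: normalized response, four-parameter Hill.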
BLM inh: qHTS Assay for Inhibitors of Bloom's syndrome helicase (BLM) | recombinant BLM DNA unwinding, fluorescence dequenching | 350,000 tested, 0.2% active | Potency, µM (titrated, usually from 56.1 µM), inactives show at the top dose activity change, negative = inhibition, hits mostly inhibitors | RecQ-like DNA helicase BLM (Homo sapiens), P54132;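 note: potency is the fitted concentration of half-maximal effect; plate controls were vehicle for no effect and no enzyme for full effect; nearly all actives have a fitted effect of over 35% in size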
RXFP1 antagonist: qHTS Assay for Antagonists of the Relaxin Receptor RXFP1; HEK293-RXFP1, relaxin-stimulated cAMP HTRF, 30 min; active compounds read low; Relaxin receptor 1 (Homo sapiens), Q9HBX9; 350,000 tested, 0.59% active; activity change, negative = inhibition, % at 57.5 µM; AID 1259400, 2018;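 active = activity change of -60% or lower, but not beyond a set lower limit; inconclusive = change between -60% and -40%, or beyond the set limit; inactive = change above -40%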; note: % is set by controls: 0 for no effect and ±100 for the full control effect
POLB inh: qHTS Assay for Inhibitors of DNA Polymerase Beta | Potency, µM (titrated, usually from 114 µM), without a hit: at the highest dose activity change, negative = inhibition, most hits filed as inhibitors | Pol beta primer extension/strand displacement, fluorescence kinetic | 340,000 tested, 1.3% active | P06746; note: potency is the fitted concentration of half-maximal effect; % is set by controls: 0 for no effect and ±100 for the full control effect
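Enzyme-only controls used 10 nM Pol beta; buffer lacking enzyme served as negative control. Compound preincubated 15 min, then 50 nM substrate added; 0 and 10 min reads at room temperature.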
Active calls of the source: *; i = inactive; ? = inconclusive; . = not tested or not shown; [ ] = another dose, or the depositor's remark. Unless noted, calls come from the whole dose curve; as a rule, active = well fitted curve in the direction sought with a large enough effect; inconclusive = small, poorly fitted or top-dose-only effect, or another doubt; inactive = no such curve, though single readings can be large; an effect the other way counts as inactive or inconclusive. Not all compounds are listed. The share of hits here may be higher or lower than overall.

Each structure is followed by: POLI inh | Pol eta inh | Pol kappa inh | APE1 inh | Tb PGK inh | Apoferritin bind | BLM inh | RXFP1 antagonist | POLB inh
#1 Cc1ccccc1-n1nnnc1SC(C)C(=O)NC1CCCc2ccccc21 (stereo not given)
  4% | -14% | -20% | -1% | 1% | 11% | 3% | . | 3%
#2 O=[N+]([O-])c1cccc(COc2cccc(CN3CCCCC3)c2)c1
  27% | -3% | 5% | . | -2% | . | . | . | .
#3 CCCCNC(=O)c1ccc2c(SCC(=O)O)c3c(nc2c1)CCCC3
  14% | -5% | -10% | 4% | -2% | 23% | -3% | . | 0%
#4 CCOC(=O)c1ccc2c(c1)N(CC)C(=O)c1ccccc1S2
  -28% | -9% | -23% | -11% | . | -13% | -4% | -2 | 23%
#5 CCN(C[C@H]1N[C@@](Cc2ccccc2)(C(=O)OC)[C@H]2C(=O)N(C)C(=O)[C@@H]12)C(=O)COC
  ? | -4% | -9% | 9% | 1% | . | . | . | .
#6 CSc1ccc(S(=O)(=O)NCC(=O)OCC(=O)N2CC(C)CC(C)C2)cc1[N+](=O)[O-] (stereo not given)
  8% | -3% | -12% | -16% | -6% | . | . | -14 | .
#7 O=C(OCCN1CCCCC1)c1cccc(Cl)c1
  5% | 4% | -10% | 44% | 1% | 4% | 2% | 11 | -6%
#8 COCCCNC(=S)NNC(=O)c1cc(Cl)c(O)c(Cl)c1
  18% | -2% | -19% | 10% | 1% | 12% | -1% | 2 | 9%
#9 Cc1c(NC(=O)CSc2ccc3ccccc3n2)c(=O)n(-c2ccccc2)n1C
  44%[activator] | -19% | -6% | 33% | -12% | . | . | 4 | .
#10 CC1(C)CC(=O)N(CC(=O)NCc2ccc(F)cc2)c2ccccc2S1(=O)=O
  5% | -2% | 2% | -2% | -7% | -1% | 2% | -5 | 4%
#11 N#Cc1ccc(OCC(=O)NNC(=S)NC2CCCCC2)cc1
  11% | 0% | -16% | 28% | 4% | . | . | 10 | .
#12 Cc1cccc(N2CCN(C(=O)CCC(=O)N3CCOc4ccc(Cl)cc43)CC2C)c1 (stereo not given)
  15% | -29% | -6% | 2% | 1% | 4% | -6% | -3 | -16%
#13 COc1ccc(S(=O)(=O)c2c[nH]c(=S)[nH]c2=O)cc1Cl
  -10% | ? | -10% | ? | -18% | -13% | 2% | -24 | -30%
#14 COc1ccc(SCC(=O)Nc2ccc(N3CCN(C)CC3)c(F)c2)cc1
  15% | -9% | -5% | 1% | -5% | -13% | 1% | -3 | 33%[activator]
#15 COc1ccc(C(=O)O)cc1S(=O)(=O)NC(C)C12CC3CC(CC(C3)C1)C2 (stereo not given)
  32%[activator] | 1% | -6% | 10% | -8% | . | . | -24 | .
#16 COc1ccc(C(=O)NC(=O)COC(=O)C2COc3ccccc3O2)cc1 (stereo not given)
  28% | 0% | 3% | -6% | 1% | ? | -9% | -14 | 18%
#17 CC(C)Nc1ccc(C(CC(N)=O)NC(=O)c2ccc(Br)cc2)cc1[N+](=O)[O-] (stereo not given)
  -20% | -6% | 2% | -7% | 2% | -9% | 0% | . | 3%
#18 Cc1ccc(C)c(N2CCN(C(=O)CCc3nc(-c4cccc(Cl)c4)no3)CC2)c1
  11% | -22% | 5% | 0% | -5% | . | . | . | .
#19 Cc1ccc(C(=O)c2oc3ccccc3c2NC(=O)c2cc(-c3ccccc3)on2)cc1F
  2% | -2% | 3% | . | i | 11% | 1% | . | 0%
#20 Cc1c(Cl)cccc1NC(=O)CCS(=O)(=O)c1ccc2c(c1)oc(=O)n2C
  11% | -13% | -15% | . | -5% | -10% | -2% | -3 | -2%
#21 CCOc1ccc(N2CC(NC(=O)c3ccc4c(c3)OCO4)CC2=O)cc1 (stereo not given)
  4% | 1% | -6%[60.1 µM] | . | 10% | 5% | 1% | -8 | 2%
#22 O=S1(=O)CCN(Cc2ccccn2)CC1
  22% | -4% | 3% | 49%[activator] | 0% | -7% | -2% | -5 | 14%
#23 CCOc1ccc(S(=O)(=O)N2CCOCC2)cc1NC(=O)C1=COCCO1
  20% | -3% | -14% | 0% | 4% | . | . | -6 | .
#24 COc1ccc(C)cc1NC(=O)CN1C(=O)c2cccc3cccc1c23
  8% | -16% | -4% | -7% | -10% | -3% | -8% | 2 | ?
#25 CC1CC(C)CN(CCCNS(=O)(=O)c2ccc3c(c2)oc(=O)n3C)C1 (stereo not given)
  26% | -24% | 1% | 1% | 5% | -8% | 5% | 5 | 12%
#26 Cc1nc2ccn(Cc3ccco3)c(=O)c2cc1C(=O)N1CCN(c2ccccc2F)CC1
  13% | -12% | 0% | . | 8% | 3% | -3% | 5 | 37%
#27 Cc1ccc(S(=O)(=O)NCC(c2ccc(N(C)C)cc2)N2CCOCC2)cc1 (stereo not given)
  ? | -3% | -1%[60.1 µM] | . | -9% | 36%[activator] | 2% | -1 | ?
#28 Cc1ccc(CNc2cnccn2)cc1
  11% | 6% | -1% | -2% | -8% | ? | 0% | 1 | 24%
#29 Oc1ccc(C2=NNC(c3ccc(O)cc3)=NN2)cc1
  132%[activator] | -7% | -8% | 13% | 4% | -8% | 2% | 6 | 2%
#30 COc1cc(CN(C(=O)c2cccs2)C2CCS(=O)(=O)C2)cc(OC)c1OC (stereo not given)
  12% | -9% | 4% | -10% | 0% | -8% | 0% | -5 | -10%

In another format: results already given
no.	smiles	POLI inh	Pol eta inh	Pol kappa inh	APE1 inh	Tb PGK inh	Apoferritin bind	BLM inh	RXFP1 antagonist	POLB inh
19	Cc1ccc(C(=O)c2oc3ccccc3c2NC(=O)c2cc(-c3ccccc3)on2)cc1F	2%	-2%	3%	.	i	11%	1%	.	0%
20	Cc1c(Cl)cccc1NC(=O)CCS(=O)(=O)c1ccc2c(c1)oc(=O)n2C	11%	-13%	-15%	.	-5%	-10%	-2%	-3	-2%
21	CCOc1ccc(N2CC(NC(=O)c3ccc4c(c3)OCO4)CC2=O)cc1 (stereo not given)	4%	1%	-6%[60.1 µM]	.	10%	5%	1%	-8	2%
22	O=S1(=O)CCN(Cc2ccccn2)CC1	22%	-4%	3%	49%[activator]	0%	-7%	-2%	-5	14%
23	CCOc1ccc(S(=O)(=O)N2CCOCC2)cc1NC(=O)C1=COCCO1	20%	-3%	-14%	0%	4%	.	.	-6	.
24	COc1ccc(C)cc1NC(=O)CN1C(=O)c2cccc3cccc1c23	8%	-16%	-4%	-7%	-10%	-3%	-8%	2	?
25	CC1CC(C)CN(CCCNS(=O)(=O)c2ccc3c(c2)oc(=O)n3C)C1 (stereo not given)	26%	-24%	1%	1%	5%	-8%	5%	5	12%
26	Cc1nc2ccn(Cc3ccco3)c(=O)c2cc1C(=O)N1CCN(c2ccccc2F)CC1	13%	-12%	0%	.	8%	3%	-3%	5	37%
27	Cc1ccc(S(=O)(=O)NCC(c2ccc(N(C)C)cc2)N2CCOCC2)cc1 (stereo not given)	?	-3%	-1%[60.1 µM]	.	-9%	36%[activator]	2%	-1	?
28	Cc1ccc(CNc2cnccn2)cc1	11%	6%	-1%	-2%	-8%	?	0%	1	24%

Following part
Each structure is followed by: POLI inh | Pol eta inh | Pol kappa inh | APE1 inh | Tb PGK inh | Apoferritin bind | BLM inh | RXFP1 antagonist | POLB inh
#31 CCOC(=O)C1CCN(S(=O)(=O)c2ccc(-c3cc(C(F)(F)F)n(C)n3)s2)CC1
  ? | -5% | 4% | 7% | -8% | -15% | -6% | 5 | ?
#32 Cc1c(C(=O)N2CCCC2)oc2c1-c1nn(CC(=O)NCc3cccc(Br)c3)cc1CC2
  44%[activator] | 5% | -3% | . | -9% | -9% | -7% | 7 | 19%
#33 Cc1cc(NC(=O)CN2CCC(C)CC2)nc2c1c(=O)oc1ccccc12
  ? | -17% | 89µM* | . | 6% | 0% | -1% | . | -1%
#34 COc1cccc(OC)c1C(=O)NCCc1sc(-c2cccc(F)c2)nc1C
  -7% | -14% | -1%[60.1 µM] | . | -8% | ? | 1% | -10 | -1%
#35 Cn1c(CN2CCCCC2)nc2cc(NS(=O)(=O)c3ccc(F)cc3)ccc21
  23% | -4% | -4% | 6% | i | -14% | 0% | 3 | -12%
#36 Nn1c(SCc2cccc(Oc3ccccc3)c2)nnc1C(F)(F)F
  36%[activator] | -23% | -10% | 1% | -6% | 0% | -2% | 6 | 23%
#37 CCOC(=O)C1(CCOc2ccccc2)CCN(Cc2ccc(OCC)c(CO)c2)CC1
  16% | -8% | -11% | . | 8% | . | . | . | .
#38 CC(C)CN1CC(Br)C(=O)NC1=O (stereo not given)
  19% | -7% | -7% | . | 4% | . | . | -9 | .
#39 Cc1ccccc1OCCn1c(=S)[nH]c2ccccc21
  18% | -17% | 3% | 19% | -5% | -18% | -8% | -17 | -17%
#40 O=c1nc2cccc3c2=c(/c1=C(\O)c1ccccc1)c1ccccc1c3=O
  45%[activator] | 50µM* | 7%[60.1 µM] | 23% | 0% | -12% | -9% | -17 | 10µM*
#41 Cc1cccc(NC(=O)c2sc3nc4c(c(-c5cccs5)c3c2N)CN(C)CC4)c1
  29% | -9% | -17% | -3% | -2% | ? | -7% | -6 | ?
#42 CC(=O)NCCc1ccc(O)c(O)c1
  -5%[58.9 µM] | -5%[57.1 µM] | . | 25% | . | . | . | . | 6%[57.1 µM]
#43 C/C(=N\NC(=O)c1c(C)nc2ccccn12)c1ccccc1F
  -19% | -14% | 0% | 65%[activator] | i | -8% | -1% | 2 | 23%
#44 CCOC(=O)Cn1ncn(-c2ccc(OC(F)(F)F)cc2)c1=O
  31%[activator] | -14% | 15% | 2% | i | -10% | -3% | 4 | -3%

High-throughput results as filed in PubChem BioAssay.
